Bioassay records from PubChem.
RAD52 inh – blocks human RAD52 DNA annealing. recombinant RAD52 DNA annealing, FRET fluorescence. inhibition, % at 18.7 µM. AID 651710. P43351. 0.46% of 360,000 active;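 active = every replicate showing at least 50% inhibition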
E-sel inducer – E-selectin induction on HUVECs. AID 686992. HUVEC E-selectin immunofluorescence imaging; normalized: neutral wells 0, TNF-alpha wells 100. 0.37% of 260,000 active. P16581. activation, % at 7.58 µM;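 active = mean E-selectin-positive cell signal at least 10% of the positive control, reached in at least 60% of replicates, without over 20% cell loss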;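 also: in these data hits start at about 27%; measured in HUVEC primary endothelial cells; signal is the percent of cells scored E-selectin positive by PE staining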
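Assay system: HUVEC, human umbilical vein endothelial cells / Amount: 3,000 HUVEC/well / Controls: TNF-alpha positive control, DMSO neutral control / Compound dosing: single concentration / Medium: EGM-2 over gelatin coat / Evaluation: percent E-selectin-positive cells / Signal: immunofluorescence imaging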
ERp5 block – ERp5 (human) disulfide isomerase inhibition; ERp5 insulin aggregation, absorbance 650 nm, 90 min; Q15084; 0.05% of 350,000 active; inhibition, % at 9.99 µM;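 active = mean replicate inhibition above about 25%, with every replicate also reaching it, limit read from the data, passing the limit was not always enough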
ERAP1 HTS inh – ERAP1 (human) enzyme inhibition; 0.15% of 340,000 active; Q9NZ08; recombinant ERAP1, Leu-AMC fluorescence, 60 min; AID 652197; inhibition, % at 10.7 µM;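 active = mean replicate inhibition of at least 30%, or all replicates individually reaching that 30% level; inactive = mean below 30% and not every replicate reaching it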;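 also: 0% = neutral control wells and 100% = L-leucinethiol positive control wells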
XiGFP reactiv – activators of X-chromosome reactivation in mouse fibroblasts. activation, % at 7.58 µM. XiGFP mouse fibroblasts, % GFP-positive cells imaging, 3 d; cells co-treated with 5-aza-dC sensitizer; scaled so ellipticine positive control = 100%. 0.055% of 360,000 active. AID 743238;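 active = mean normalized replicate activation at least 10% and every replicate at or above 10%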;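 also: 0% = median of on-plate neutral control wells and 100% = ellipticine 6 µM median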
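assay system = SV40-immortalized XiGFP fibroblast cells, line 68-5-11 | buffer or medium = DMEM plus 5-aza-dC sensitizer | doses = single-point pinned compound dosing | times = 3-day compound exposure, then 15 min fixation at room temperature | benchmarks = positive control ellipticine, 6 µM final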
S100A4 inh HTS – blocks human S100A4 binding to myosin IIA peptide; P26447; S100A4/TAMRA-MyoIIA peptide fluorescence polarization; inhibition, % at 10.7 µM; 0.14% of 360,000 active;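 active = mean inhibition of at least 70% across replicates, with every replicate also reaching that level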
Target sequence (P26447 whole entry, looked up): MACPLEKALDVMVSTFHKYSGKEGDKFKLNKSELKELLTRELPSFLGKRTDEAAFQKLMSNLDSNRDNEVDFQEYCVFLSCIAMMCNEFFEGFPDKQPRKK
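assay system = human S100A4 monomer with TAMRA-labelled myosin IIA peptide | also added = labelled myosin peptide probe, 5 nM | incubation = 5 min between mix addition and reading | control set = DMSO and TFP controls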
RAD54 branch – RAD54 (human) branch migration inhibition | RAD54 Holliday junction branch migration, FAM/BHQ fluorescence | inhibition, % at 10.4 µM | 0.14% of 360,000 active;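 active = mean normalized replicate activity at least 40 and at least half of replicates scoring 40 or more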;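 also: 0% = median of neutral control wells and 100% = median of positive control wells; inhibitors cause a drop in the FAM fluorescence signal; in these data hits start at about 50%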
Target sequence (Q92698 whole entry, looked up): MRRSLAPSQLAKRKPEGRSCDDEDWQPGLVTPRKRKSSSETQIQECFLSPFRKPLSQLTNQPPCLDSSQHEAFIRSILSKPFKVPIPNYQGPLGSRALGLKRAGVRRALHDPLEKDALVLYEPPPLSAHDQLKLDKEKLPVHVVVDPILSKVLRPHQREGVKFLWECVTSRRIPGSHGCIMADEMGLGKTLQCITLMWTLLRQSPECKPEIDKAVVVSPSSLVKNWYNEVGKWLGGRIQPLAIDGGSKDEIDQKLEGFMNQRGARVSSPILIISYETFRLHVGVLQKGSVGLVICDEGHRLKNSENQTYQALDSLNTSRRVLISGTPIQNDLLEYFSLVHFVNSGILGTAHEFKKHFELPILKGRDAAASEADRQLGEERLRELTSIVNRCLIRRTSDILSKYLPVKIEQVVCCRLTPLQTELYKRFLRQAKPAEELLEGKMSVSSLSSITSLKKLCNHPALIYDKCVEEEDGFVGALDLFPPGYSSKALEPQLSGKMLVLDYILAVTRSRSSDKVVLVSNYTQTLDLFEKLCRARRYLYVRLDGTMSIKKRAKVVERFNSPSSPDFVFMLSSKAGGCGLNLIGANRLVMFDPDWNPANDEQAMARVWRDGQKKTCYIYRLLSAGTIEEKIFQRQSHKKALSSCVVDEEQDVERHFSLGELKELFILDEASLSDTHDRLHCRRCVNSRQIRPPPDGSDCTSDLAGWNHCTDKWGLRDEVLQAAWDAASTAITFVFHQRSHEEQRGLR
esBAF inh – inhibitors of esBAF chromatin remodeling in mouse ES cells; reporter increase, % at 12.5 µM; Bmi1-luciferase knock-in reporter, 24 h; 100% = twice the neutral-well signal; 2% of 350,000 active; AID 602393; in the data active = activation above about 40%;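 also: 0% = median of the plate's neutral control wells and 100% = double that signal; a rise in the Bmi1 reporter signal indicates esBAF inhibition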
* hit, by the source's call; . = not tested or not shown; & = joins results of further samples.

SMILES	RAD52 inh	E-sel inducer	ERp5 block	ERAP1 HTS inh	XiGFP reactiv	S100A4 inh HTS	RAD54 branch	esBAF inh
CCOc1ccc(S(=O)(=O)N2CCCC(C(=O)NCc3ccccn3)C2)cc1C (configuration not stated)	5	.	-3	-3	0.0	-1	3	4
CCC1(CC)NC(=O)N(CC(=O)OCC(=O)NC(=O)c2ccc(Cl)cc2)C1=O	-26	0.0	1	4	0.0	-1	.	.
O=C1CCCC2=C1C(c1cccc(O)c1)c1c(ccc3ncccc13)N2 (configuration not stated)	-4	.	-6	5	0.0	2	.	.
O=C(O)c1cc2c(cc1NC(=O)c1ccccc1C(F)(F)F)OCCCO2	-10	-0.1	5	-8	-0.1	3	2	-1
CN(C)C(=O)C[n+]1ccc(/C=N/O)cc1	-8	6.2	-7	5	0.0	4	.	.
COc1cccc(CN2CCCC(C(=O)c3ccc4c(c3)OCO4)C2)c1O (configuration not stated)	-14	5.7	-4	7	-0.7	-8	.	.
CN1C(=O)c2cc(NC(=O)c3ccc4c(c3)OCO4)ccc2OC[C@H]2O[C@@H](CC(=O)O)CC[C@H]21	4	0.2	-1	0	0.1	-1	-7	1
COCC(=O)N[C@H]1C=C[C@H](CC(=O)N2CCCCC2)O[C@@H]1CO	-1	0.2	0	2	0.0	-7	1	-4
Cc1ccc(NC(=O)C2CCCN(S(=O)(=O)c3ccc(-n4cnnn4)cc3)C2)cc1 (configuration not stated)	7	-0.2	2	0	0.0	-2	-4	7
NC(CCC(=O)NC(CS)C(=O)NCC(=O)O)C(=O)O (configuration not stated)	1	-0.2	9	-2	0.0	0	3	-3

Shown with bars between the fields: entries from further up.
SMILES | RAD52 inh | E-sel inducer | ERp5 block | ERAP1 HTS inh | XiGFP reactiv | S100A4 inh HTS | RAD54 branch | esBAF inh
CCC1(CC)NC(=O)N(CC(=O)OCC(=O)NC(=O)c2ccc(Cl)cc2)C1=O | -26 | 0.0 | 1 | 4 | 0.0 | -1 | . | .
O=C1CCCC2=C1C(c1cccc(O)c1)c1c(ccc3ncccc13)N2 (configuration not stated) | -4 | . | -6 | 5 | 0.0 | 2 | . | .
O=C(O)c1cc2c(cc1NC(=O)c1ccccc1C(F)(F)F)OCCCO2 | -10 | -0.1 | 5 | -8 | -0.1 | 3 | 2 | -1
CN(C)C(=O)C[n+]1ccc(/C=N/O)cc1 | -8 | 6.2 | -7 | 5 | 0.0 | 4 | . | .
COc1cccc(CN2CCCC(C(=O)c3ccc4c(c3)OCO4)C2)c1O (configuration not stated) | -14 | 5.7 | -4 | 7 | -0.7 | -8 | . | .
CN1C(=O)c2cc(NC(=O)c3ccc4c(c3)OCO4)ccc2OC[C@H]2O[C@@H](CC(=O)O)CC[C@H]21 | 4 | 0.2 | -1 | 0 | 0.1 | -1 | -7 | 1
COCC(=O)N[C@H]1C=C[C@H](CC(=O)N2CCCCC2)O[C@@H]1CO | -1 | 0.2 | 0 | 2 | 0.0 | -7 | 1 | -4
Cc1ccc(NC(=O)C2CCCN(S(=O)(=O)c3ccc(-n4cnnn4)cc3)C2)cc1 (configuration not stated) | 7 | -0.2 | 2 | 0 | 0.0 | -2 | -4 | 7
NC(CCC(=O)NC(CS)C(=O)NCC(=O)O)C(=O)O (configuration not stated) | 1 | -0.2 | 9 | -2 | 0.0 | 0 | 3 | -3

More compounds follow:
SMILES	RAD52 inh	E-sel inducer	ERp5 block	ERAP1 HTS inh	XiGFP reactiv	S100A4 inh HTS	RAD54 branch	esBAF inh
Cn1cnc(S(=O)(=O)N[C@@H]2CC[C@H](CC(=O)NCC3CCCCC3)O[C@H]2CO)c1	-1	0.3	-6	-5	0.3	15	0	0
O=C(Nc1ccc(N2CCOCC2)cc1)C1CCCCN1S(=O)(=O)c1ccccc1 (configuration not stated)	3	5.5	-3	.	0.0	5	.	.
C[C@@H]1CN([C@@H](C)CO)C(=O)c2cc(NS(=O)(=O)c3cn(C)cn3)ccc2O[C@@H](C)CCCCO[C@@H]1CN(C)C(=O)Nc1ccc2c(c1)OCO2	5	-0.2	0	1	-0.1	-1	3	-17
Cc1ccc(S(=O)(=O)N(C)C[C@@H]2Oc3c(NC(=O)c4ccncc4)cccc3C(=O)N([C@H](C)CO)C[C@H]2C)cc1	9	-0.3	13	0	0.1	-31	13	-1
O=C(Nc1ccc(N2CCN(Cc3ccccc3)CC2)cc1)c1ccccc1[N+](=O)[O-]	-11	0.3	-4	1	0.1	9	.	.
Cc1ccc(S(=O)(=O)NC[C@H]2CC[C@H]3[C@H](CN3Cc3ccccc3C(=O)O)O2)cc1	1	.	5	-1	.	-10	.	.
Clc1nc2sccn2c1/C=N/n1cnc2ccccc21	-2	.	3	1	.	2	-3	34
CCS(=O)(=O)Nc1ccc2c(c1)C(=O)N(C)[C@H]1CC[C@@H](CC(=O)Nc3ccccc3)O[C@@H]1CO2	-8	0.2	-1	0	0.4	7	4	3
COc1ccc(C(=O)c2c(-c3cccc(C)c3)oc3ccc(N4CCOCC4)cc23)cn1	-14	-0.3	11	-3	0.0	-5	-9	8
O=C(CSc1cn(CC(=O)N2CCCC2)c2ccccc12)NCC1CCCO1 (configuration not stated)	-17	0.5	2	7	0.1	-6	-8	-8
Cc1ccc(S(=O)(=O)N(C)C[C@@H]2Oc3ccc(NS(=O)(=O)c4ccc(F)cc4)cc3C(=O)N([C@H](C)CO)C[C@@H]2C)cc1	.	-0.2	.	.	0.6	.	-2	3
COc1cccc(CNC(=O)C[C@@H]2C=C[C@@H](NC(=O)C3CC3)[C@H](CO)O2)c1	-4	0.2	4	1	-0.1	2	3	-4
COc1ccc2c3c([nH]c2c1)[C@@H](CO)N(Cc1cccc(F)c1)CC31CCN(C(C)=O)CC1	-60	0.1	-5	0	0.1	2	.	.
COc1ccccc1OCC(=O)NCCSCc1ccc(Cl)cc1	-8	.	-2	6	0.2	0	.	.
CS(=O)(=O)N1[C@@H]2Cn3c(cccc3=O)[C@H]1[C@@H](C(=O)NCc1ccccc1)[C@@H]2CO	3	0.6	0	1	0.0	-1	15	-2
O=C(NCCCc1nc2ccccc2[nH]1)c1ccc(F)cc1	-6	3.0	8	4	0.0	-2	.	.
COc1ccc(-c2sc3ccc(OC)cc3c2C#Cc2ccccn2)cc1	-51	0.5	7	-1	0.6	0	-4	17
CCC(NC(=O)c1cncc(Br)c1)c1ccccc1 (configuration not stated)	-25	.	0	.	0.0	1	9	-6
COc1cc(OC)nc(Oc2ccccc2C=O)n1	-15	.	4	-1	0.1	-4	-12	5
COc1ccccc1NS(=O)(=O)c1cc(NC(=O)CNC(=O)c2ccc(C)s2)ccc1Cl	-15	.	-2	2	0.0	1	-4	.
CC(C)CCNC(=O)c1ccc(Cl)c(NC(=O)c2ccccc2F)c1	-8	1.0	5	-3	0.0	-8	.	.
CC(C)Oc1ccc(CCNC(=O)CC2C(=O)NCCN2C)cc1 (configuration not stated)	-12	-2.6	5	.	-0.2	-6	-3	-2
CC1(C(=O)NS(=O)(=O)c2cccc(OC(F)F)c2)CCN1C(=O)c1ccccc1 (configuration not stated)	-15	1.3	1	-6	0.2	-15	-5	-2
Cc1cc(C(=O)OCC(=O)N(C)c2ccccc2)c(C)o1	-9	.	1	0	0.0	-5	0	-1
COc1ccc(S(=O)(=O)Nc2ccc3c(c2)C(=O)N([C@H](C)CO)C[C@H](C)[C@H](CN(C)CC2CC2)O3)cc1	3	0.2	-4	-1	-1.1	43	0	-1
C[C@@H]1CCCCO[C@H](CN(C)C(=O)Nc2ccc(F)cc2)[C@@H](C)CN([C@H](C)CO)C(=O)c2cc(NC(=O)c3ccncc3)ccc2O1	1	-0.1	2	-3	-0.1	14	5	-5
O=C(Nc1ccc2c(c1)OCCO2)c1c[nH]c(=O)n(-c2ccc(F)c(Cl)c2)c1=O	-10	0.0	5	-1	0.1	0	-10	-3
COc1ccc(NC(=O)N(C)C[C@H]2OCCCC[C@H](C)Oc3ccc(NC(=O)C4CCCCC4)cc3C(=O)N([C@@H](C)CO)C[C@H]2C)cc1	-19	-0.2	-7	2	0.0	-3	1	-1
Cc1nc([N+](=O)[O-])cn1CC(O)c1ccc(F)cc1 (configuration not stated)	-24	.	6	.	0.0	0	4	.
COc1ccc(CCNC(=O)CCn2c(=O)oc3ccccc32)cc1	-7	.	1	3	0.0	-7	1	-4
C[C@@H]1CN([C@H](C)CO)C(=O)c2cc(C#Cc3ccncc3)cnc2O[C@@H]1CN(C)C(=O)CN(C)C	-9	0.1	-1	0	-0.6	3	4	-2
CCCNC(=O)N1[C@@H]2CNC[C@H]1C2c1ccc(-c2cccc(C#N)c2)cc1 (some centres not stated)	-2&7	0.2&0.0	5&3	-2&1	0.1&0.0	-6&-2	.	.
CC1=C(C(=O)OC2CCCCC2)C(c2ccc(O)cc2)NC(=O)N1 (configuration not stated)	-10	.	-6	-1	0.2	4	6	-9
CCN1C(=O)Nc2cccc3cccc1c23	-3	-0.3	-7	-1	0.2	-1	2	.
Cc1ccc(NC(=O)c2ccc(=O)[nH]c2)cc1S(=O)(=O)N1CCCCC1	-9	-0.5	-6	.	0.4	-2	.	.
COc1ccc2nc(SCC(=O)NCc3ccc(S(N)(=O)=O)cc3)[nH]c2c1	-12	0.2	4	-3	0.1	2	-2	-4
Cc1ccccc1-c1ccc(=O)n(CC(=O)Nc2ccc(-n3cnnn3)cc2)n1	-13	3.9	7	0	0.0	-1	2	4
CSc1nnc2c(n1)OC(c1ccc(C(=O)O)cc1)N(C(C)=O)c1ccccc1-2 (configuration not stated)	-5	0.1	5	5	0.3	28	1	1
C[C@@H]1CN([C@@H](C)CO)C(=O)c2cc(NC(=O)CCCN(C)C)ccc2O[C@@H]1CN(C)S(=O)(=O)c1cccs1	9	-13	-2	-2	0.4	-7	-11	-2
Cc1ccc(-c2ccc3c(c2)O[C@@H](CN(C)C(=O)Nc2ccc(F)cc2)[C@H](C)CN([C@H](C)CO)S3(=O)=O)cc1	4	0.5	5	-2	-0.3	5	-1	0
CC(C)[C@@H](C)NC(=O)N(C)C[C@@H]1OCc2ccccc2-c2ccccc2C(=O)N([C@@H](C)CO)C[C@@H]1C	6	-0.4	-3	2	-0.8	1	5	-1
CC(SCc1ccccc1)C(=O)Nc1ccccc1-c1ccccc1 (configuration not stated)	-12	.	-2	10	0.0	-2	.	.
Clc1cccc(Cc2c(-c3ccccc3)nc3ccc(Br)cn23)c1	-54	-0.1	3	-1	0.0	-6	-3	32
O=C(NC(=S)Nc1ccc2c(c1)OCO2)c1ccccc1	7	.	1	2	.	-3	-4	33
O=C(Nc1cccc2cccnc12)c1ccc2sc([C@@H]3O[C@H](CO)[C@H](O)[C@H](O)[C@H]3O)nc2c1	-20	-0.2	-1	-3	-0.2	-7	13	0
COc1cccc(-c2cc(C(=O)Nc3ccn(Cc4ccc(C)cc4)n3)no2)c1	-15	.	-1	-1	-0.1	-2	-7	7
O=C(c1cccnc1)N1CC(=O)N2[C@H](CO)[C@@H](c3ccc(/C=C/c4ccccc4)cc3)[C@@H]2C1	-16	-0.6	-2	.	-0.1	-20	.	.
